Screening results: PubChem, National Center for Advancing Translational Sciences (NCATS)
Tb PYK inh: inhibitors of Trypanosoma brucei pyruvate kinase; AID 624173; Q57TT1; TbPYK enzyme, Kinase-Glo Plus ATP luminescence, 45 min; actives 0.12% (n = 410,000); Potency, µM (titrated, usually from 76.8 µM), for the others: at the highest dose activity, negative = inhibition, most hits filed as inhibitors; note: nearly all actives have a fitted effect of over 50% in size
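Screened from lowest to highest concentration, compounds were pinned into TbPYK/substrate mixtures, and ADP (130 uM final) was added. Plates sat at room temperature for 45 min prior to Kinase-Glo Plus detection by luminescence.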
AMA1 RON2 block: disrupts binding of P. falciparum AMA1 to RON2. Potency, µM (doses to about 58.2 µM), for inactives: top-dose activity change, negative = inhibition, usual class: inhibitors. AlphaScreen AMA1-biotinylated RON2 peptide binding. AID 720542. actives 0.2% (n = 360,000);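 note: 0% = vehicle wells and -100% = peptide control; nearly all actives have a fitted effect of over 45% in size; some results filed as inactive show a strong effect at the top dose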
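AMA1 (3D7) with his tag at 25 nM final met compounds first, then biotinylated RON2 peptide at 25 nM; detection used donor plus acceptor beads, 10 µg/mL apiece, read by AlphaScreen after 30 min at room temperature.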
An asterisk follows results filed as active; u = inconclusive; [ ] = another dose, or the depositor's remark. Calls come from the whole dose curve; as a rule, active = well fitted curve in the direction sought with a large enough effect; inconclusive = small, poorly fitted or top-dose-only effect, or another doubt; inactive = no such curve, though single readings can be large; an effect the other way counts as inactive or inconclusive. Unless noted, % is set by controls: 0 for no effect and ±100 for the full control effect; potency is the fitted concentration of half-maximal effect. Only part of the results is shown; the hit share may differ from the screen's.

item	Compound	Tb PYK inh	AMA1 RON2 block
1	COc1ccc(OCCNC(=O)C2(C)CCN2Cc2ccc(SC)cc2)cc1 (stereo not given)	-5%	u
2	CC(=O)NS(=O)(=O)c1ccc(NC(=O)[C@@H]2CCCN2S(=O)(=O)c2ccc(Cl)cc2)cc1	1%	3%
3	CCOC(=O)C1=CCN(S(=O)(=O)c2ccccc2)C1c1ccc(Cl)cc1 (stereo not given)	1%	-2%
4	CC(C)Oc1ccccc1/C=N/NC(=O)C1CC1	4%	8%
5	COc1ccc(S(=O)(=O)N(C)C[C@H]2Oc3ccc(NC(=O)Nc4ccc(C(F)(F)F)cc4)cc3C(=O)N([C@H](C)CO)C[C@@H]2C)cc1	1%	-1%
6	Cc1ccc(C(=O)COC(=O)CCNS(=O)(=O)c2ccccc2F)cc1	-8%	-2%
7	Cc1ccc(S(=O)(=O)N2CC[C@H]3[C@@H](C2)C(=O)C[C@@H](c2ccccc2)N3S(=O)(=O)c2ccc(C)cc2)cc1	3%	-5%
8	Cc1cc(F)cc(-c2cc(C(=O)NCc3cccc(Cl)c3)[nH]n2)c1	3%	1%
9	CC1CN(C(=S)Nc2ccccc2)C(C)CN1C=O (stereo not given)	0%	-2%
10	CCOC1=C2[C@@H](CN(S(=O)(=O)c3ccc(C)cc3)[C@H]2c2ccc(Cl)cc2)[C@H]2C(=O)N(c3ccccc3)C(=O)[C@H]2C1	3%	3%
11	N#Cc1cc2ccncc2c2ccccc12	6%	-1%
12	O=C(NNc1ccccc1)c1ccccc1	0%	-3%
13	COc1ccc(CC(=O)OCC(=O)Nc2cc(Cl)ccc2C)cc1	3%	-1%
14	CCOC(=O)C1=C[C@@H](CC)N(S(=O)(=O)c2ccc(C)cc2)[C@H]1c1cccc(Cl)c1	-1%	8%
15	Cc1ccc(C(=O)NN=CC(=O)c2ccccc2)c(C)c1	-13%	12%
16	COc1ccc(NC(=O)N(C)C[C@H]2Oc3ccc(NC(=O)Nc4c(C)noc4C)cc3C(=O)N([C@H](C)CO)C[C@H]2C)cc1	-1%	22%
17	c1ccc2c(c1)ccc1ccccc12	1%	14%
18	CC1(c2ccccc2)NC(=O)N(CC(=O)N2CC(=O)Nc3ccccc32)C1=O (stereo not given)	-8%	-13%
19	O=C(NC1CCCCC1)c1csnn1	-6%	1%
20	CC1C(=O)N(Cc2cn(CCC3OCCCO3)nn2)CCS(=O)(=O)N1Cc1ccc(-c2ccc(Cl)nc2)cc1 (stereo not given)	-1%	-2%
21	C=CC[C@@H](Cc1ccc(F)cc1)C(=O)OC[C@@H]1CCCN1C(=O)[C@@H](CC=C)CC(=O)N(CCO)Cc1ccccc1	4%	-3%
22	O=C(Nc1c(F)c(F)c(F)c(F)c1F)c1ccc(Br)o1	-1%	-13%
23	CC(C)Oc1ccc(/C=C(\C#N)C(=O)NC2CC2)cc1	-3%	-3%
24	CNC[C@@H]1OCc2ccccc2-c2c(n(C)c3ccccc23)C(=O)N([C@H](C)CO)C[C@@H]1C	1%	-8%
25	O=C(NN=Cc1ccc([N+](=O)[O-])cc1)C1CC1	-2%	-1%
26	CC1CCN(C(=O)COC(=O)c2cccs2)CC1	-1%	3%
27	COc1ccc2[nH]c3c(c2c1)CCN1C(=O)C(CC(=O)NCCc2ccccn2)C[C@H](C(=O)N2CCOCC2)[C@@]31CCC1CCCC1 (stereo not given in full)	6%	8%
28	CC(C)C[C@H]1CN(CCCC[C@H]2CNC(=O)C(=O)N2Cc2ccccc2)C(=O)C(=O)N1CCC1CCCCC1	7%	37%[activator]
29	CC1=CC(c2ccccc2)=NS(=O)(=O)N1	5%	-9%
30	C[C@H](CO)N1C[C@H](C)[C@@H](CN(C)C)Oc2c(NS(=O)(=O)c3cn(C)cn3)cccc2C1=O	-2%	3%
31	CCC(=O)c1ccc(OCC(=O)OCC(=O)Nc2ccc3c(c2)OCCO3)cc1	-5%	-4%
32	C[C@@H]1CN([C@H](C)CO)C(=O)c2c(c3ccccc3n2C)-c2ccccc2CO[C@H]1CN(C)Cc1ccc(-c2ccccc2)cc1	-11%	-10%
33	COc1ccccc1NS(=O)(=O)c1cccc(NS(=O)(=O)c2cc(C(=O)O)ccc2OC)c1	-2%	13%
34	COc1cc(C(O)c2nc(-c3ccc(C)c(C)c3)cs2)ccc1F (stereo not given)	-12%	38%[activator]
35	Nc1ccccc1-c1ccc([N+](=O)[O-])cc1	-1%	-1%
36	COc1ccc(S(=O)(=O)N2CCOCC2)cc1NC(=O)CC(C)c1ccccc1 (stereo not given)	0%	9%
37	COc1ccc(C(C)C)cc1-c1ccc2nncn2c1	-3%	3%
38	O=C(COC(=O)C(CO)NS(=O)(=O)c1ccc(Br)cc1)Nc1ccc2c(c1)OCCO2 (stereo not given)	1%	-8%
39	C[C@H](CO)N1C[C@H](C)[C@@H](CN(C)Cc2ccc(Oc3ccccc3)cc2)Oc2c(NC(=O)c3ccncc3)cccc2C1=O	-4%	-24%
40	CC(=O)O[C@@H]1/C=C/[C@](C)(O)C[C@@H](C)C/C=C/[C@H]2[C@H](O)[C@@](C)(O)[C@@H](C)[C@H]3[C@H](Cc4ccccc4)NC(=O)[C@@]312	1%	-3%
41	CC12CCC(C(NC(=S)NN)C1=O)C2(C)C (stereo not given)	-11%	67%[activator]
42	COc1ccc(-c2noc(CCC(=O)N3CCN(c4ccccc4Br)CC3)n2)cc1	3%	0%
43	Cc1ccc(C)c(C(=O)OCC(=O)NC(=O)NCc2ccccc2)c1	0%	-6%
44	CCN(C[C@H]1N[C@@](CC)(C(=O)OC)[C@H]2C(=O)N(Cc3ccccc3)C(=O)[C@@H]12)C(=O)c1ccc(F)cc1	2%	-2%
45	OCc1ccc(-c2ccc3nccn3c2)cc1	2%	-14%
46	CC(C)CC1C(=O)N(Cc2cn(Cc3ccco3)nn2)CCS(=O)(=O)N1Cc1ccc(-c2cccc(CO)c2)cc1 (stereo not given)	-11%	-13%
47	COC(=O)C1=C(c2cc3ccccc3o2)C[C@@H]2CC[C@H]1N2C(=O)NCc1ccco1	1%	-9%
48	O=c1onc(-c2ccccc2)n1Cc1ccc([N+](=O)[O-])cc1	0%	-1%
49	CC1=C(C(=O)N(C)C)CC(CC(=O)NCCN2CCOCC2)C(=O)N1Cc1ccc(C(C)(C)C)cc1 (stereo not given)	2%	-12%
50	CC1(C(=O)Nc2ccc(S(=O)(=O)Nc3ncccn3)cc2)CCCC1	3%	-9%

A portion taken from the entries so far, for reference:
item	Compound	Tb PYK inh	AMA1 RON2 block
35	Nc1ccccc1-c1ccc([N+](=O)[O-])cc1	-1%	-1%
36	COc1ccc(S(=O)(=O)N2CCOCC2)cc1NC(=O)CC(C)c1ccccc1 (stereo not given)	0%	9%
37	COc1ccc(C(C)C)cc1-c1ccc2nncn2c1	-3%	3%

Further records.
item	Compound	Tb PYK inh	AMA1 RON2 block
51	Cc1nn(S(=O)(=O)c2ccc([N+](=O)[O-])cc2)c(C)c1Sc1ccccc1	-11%	10%
52	COc1ccc(CN2CCC2(C)C(=O)NCCNC(C)=O)c2ccccc12 (stereo not given)	1%	11%
53	O=C(O)c1cccc2c1/C(=N/O)c1ccccc1-2	-2%	-3%
54	COC(=O)N1CCCCC1c1cc(C(=O)Nc2ccc3c(c2)OCO3)no1 (stereo not given)	2%	-3%
55	C=CC[C@@H](CC(=O)N[C@H](CO)Cc1ccccc1)C(=O)N[C@H](C)COC(=O)[C@@H](CC=C)CC(=O)OC(C)(C)C	1%	-5%
56	OC(c1ccccc1)(c1nc(-c2ccc3c(c2)OCO3)cs1)C(F)(F)F (stereo not given)	1%	-12%
57	C#CCOCCOCCOCCNc1nc(N2CCOCC2)nc(N2CCN(C(=O)Cn3cc(CCCCN)nn3)CC2)n1	4%	-6%
58	OC(c1ccco1)c1nc(-c2cccs2)cs1 (stereo not given)	-3%	-2%
59	Cn1ccc2c(N(Cc3ccccc3)Cc3ccccc3)cc3c(c21)C1CCC3O1 (stereo not given)	-5%	u
60	Cc1cc(C)c(C(=O)COC(=O)Cn2nc(-c3ccccc3)oc2=O)cc1C	-10%	8%
61	O=C(COC(=O)COc1ccccc1)Nc1ccc(Br)cc1Br	5%	-8%
62	O=C(COC(=O)c1ccc2ncsc2c1)Nc1ccccc1Cl	3%	4%[11.6 µM]
63	COc1cccc(CC(O)CC2c3c(cc4c(c3OC)OCO4)CCN2C)c1 (stereo not given)	1%	4%
64	C[C@H](O)[C@@H]1CN2CCc3c([nH]c4ccc(-c5ccc6c(c5)OCO6)cc34)[C@@H]2C[C@@H]1N(C)C(=O)Nc1ccc(F)cc1	4%	u
65	CC(C)C[C@H]1CN(CCCC[C@@H]2CNC(=O)C(=O)N2CCc2ccccc2)C(=O)C(=O)N1CCC1CCCCC1	4%	-1%
66	CN(CC(=O)Nc1ccc(F)c(F)c1F)C(=O)c1cc(S(=O)(=O)N(C)C)ccc1N1CCCC1	1%	16%
67	CCOC(=O)CCCCCC(=O)Nc1ccc2c(c1)C(=O)N([C@H](C)CO)C[C@@H](C)[C@H](CN(C)S(=O)(=O)c1cn(C)cn1)O2	6%	-1%
68	CSc1ccc(CN(C)C(=O)c2ccc(S(=O)(=O)Nc3c(C)n(C)n(-c4ccccc4)c3=O)cc2)cc1	-2%	-12%
69	O=S(=O)(Nc1cccc(S(=O)(=O)N2CCCCC2)c1)c1ccc(Cl)s1	1%	-7%
70	CC1=C(C(=O)N(C(C)C)C(C)C)CC(CC(=O)NCCCN(C)C)C(=O)N1Cc1ccccc1 (stereo not given)	5%	-1%
71	CCCCCCCCC1CC(C(=O)Nc2ccccc2)C(=O)O1 (stereo not given)	0%	67%[activator]
72	COc1ccc(NC(=O)COC(=O)CNC(=O)C2CCCCC2)cc1OC	-4%	13%
73	O=C(NCCc1ccccc1)c1cccc2c(-c3ccc(F)c(F)c3)coc12	-8%	5%
74	CCN(C[C@H]1N[C@@](C)(C(=O)OC)[C@H]2C(=O)N(C)C(=O)[C@@H]12)C(=O)c1ccc(C(C)(C)C)cc1	2%	9%
75	CCCCCCCCCC1(CC(=O)OCC)SCCN1C(N)=O (stereo not given)	-13%	2%

Record cards, from the list above. Screens in order: Tb PYK inh	AMA1 RON2 block
CCOC(=O)CCCCCC(=O)Nc1ccc2c(c1)C(=O)N([C@H](C)CO)C[C@@H](C)[C@H](CN(C)S(=O)(=O)c1cn(C)cn1)O2 in the list: 6%	-1%
COc1ccc(CN2CCC2(C)C(=O)NCCNC(C)=O)c2ccccc12 (stereo not given) in the list: 1%	11%

(further entries)
item	Compound	Tb PYK inh	AMA1 RON2 block
76	CCOC(=O)/C=c1/s/c(=C/c2ccc3cc(OC)ccc3c2)c(=O)n1CC(=O)NCC1CCCO1 (stereo not given)	-1%	9%
77	O=C(O)Cc1ccc2ccc3ccccc3c2c1	0%	0%
78	C[C@]12c3[nH]c4ccccc4c3CCN1C(=O)C(CC(=O)NCc1ccco1)C[C@@H]2C(=O)N1CCOCC1 (stereo not given in full)	-29%	-12%
79	O=C1C(F)=CC(COC(c2ccccc2)(c2ccccc2)c2ccccc2)OC1n1cc(F)c(=O)[nH]c1=O (stereo not given)	-12%	25%
80	O=C1NC(=S)SC1=Cc1ccccc1C(=O)O	4%	7%
81	CCCCCC(=O)N1C[C@@H](n2cc(C3CC3)nn2)[C@H](O)C[C@@H]1c1ccc(C)cc1	-1%	5%
82	C[C@H](CO)N1C[C@H](C)[C@H](CN(C)Cc2ccncc2)Oc2ncc(C#CC3CC3)cc2C1=O	1%	5%
83	C[C@H](NC(=O)c1ccccc1)C(=O)N1CCN(Cc2ccc3c(c2)OCO3)CC1	-8%	1%
84	COc1cccc(CNc2nc3cc(-c4cccc(Cl)c4)sc3c(=O)n2C)c1	7%	13%
85	CC(=O)Nc1cc(-c2ccc(S(C)(=O)=O)cc2)cn2c(-c3ccc(F)c(Cl)c3)cnc12	-5%	-3%
86	CCC(=O)c1ccc(OC)c(OC)c1OCc1ccccc1	-4%	-9%
87	C=CCN1C=CC(=O)[C@@H](O)[C@H]1c1ccccc1Br	1%	-2%
88	O=C(CCNC(=O)c1ccccc1)NNC(=O)COc1ccccc1Cl	18%	40%[activator]
89	Cc1ccc(S(=O)(=O)N2C[C@H]3C(=O)C[C@@H](c4ccc(Cl)cc4)N(S(=O)(=O)c4ccc(C)cc4)[C@H]3C[C@H]2c2ccccc2)cc1	1%	4%
90	COc1cccc(CNc2nc3cc(C(C)=C(C)C)sc3c(=O)n2C)c1	u	4%
91	O=C(NC1CCN(Cc2ccccc2)CC1)c1cccc(S(=O)(=O)Nc2ccc(SC(F)F)cc2)c1	0%	-6%
92	Cc1ccc(Cc2c(C3CCCCC3)nc3ccc(C)cn23)cc1	-1%	-22%
93	NS(=O)(=O)c1ccc(CCNC(=O)c2ccc3c(=O)n4c(nc3c2)CCCCC4)cc1	3%	-12%
